HIV Rev-RRE inh: inhibitors of HIV-1 Rev-RRE RNA interaction; P05866; Rev peptide-RRE RNA binding, FRET; inhibition, % at 8 µM; hit rate 0.79% among 97,000;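 active = inhibition above the screen-wide mean plus 3 SD, cut at about 35% in these data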;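 note: 0% = median DMSO wells and 100% = median Neomycin B control wells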
Target sequence (P05866 whole entry, looked up): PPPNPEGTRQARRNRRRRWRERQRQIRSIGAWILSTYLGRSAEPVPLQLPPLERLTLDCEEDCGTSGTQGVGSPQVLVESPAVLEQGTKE
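Assay system: Labelled RRE RNA duplex and labelled Rev peptide | Times: 5 min preincubation and 15 min binding, 25 °C | Detection: FRET, ex 480 nm, em 540 and 671 nm | Evaluation: % inhibition of FRET ratio versus controls | Benchmarks: DMSO wells as 0% and neomycin B wells as 100% inhibition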
PTK2B oligo ant: antagonists of human Pyk2 oligomerization; Q14289; Q293 cells, Pyk2 FERM NanoBiT luminescence; active compounds read low; z-score (the deposit names both 25 µM and 10 µM); hit rate 0.83% among 99,000;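 active = Z-score of -3 or lower, scaled per plate to the spread of control and sample wells; inactive = z-score above -3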;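 note: negative z-score means lost luminescence so less FERM oligomerization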
PLK1 PBD inh: blocks phosphopeptide binding to human Plk1 polo box domain. P53350. Plk1 PBD phosphopeptide binding, fluorescence polarization. inhibition, %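 (tested at about 20 µM)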. hit rate 0.13% among 97,000. AID 693; in the data active = inhibition above about 34%, passing the limit was not always enough
F-actin modifier: modifiers of cytoskeleton assembly; hit rate 0.18% among 91,000; HUVEC TNFa F-actin phalloidin imaging, high content; inhibition, % at 2 µM; AID 836;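 active = inhibition above the batch mean plus 3 SD and confirmed as a hit by visual image inspection, cut at about 30% in these data, passing the limit was not always enough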; note: strong numbers were not always called active
PTPN22 inh 2: inhibitors of human LYP (PTPN22) phosphatase; Q9Y2R2; recombinant LYP catalytic domain, DiFMUP fluorescence; inhibition, % at 2 µM; hit rate 0.21% among 96,000;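 active = inhibition at 2 µM at or above a set limit, the screen mean plus 3 SD, cut at about 24% in these data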;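 note: 0% = DMSO with enzyme and 100% = enzyme fully blocked by orthovanadate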
Target sequence (Q9Y2R2 whole entry, looked up, the tested form may be a part): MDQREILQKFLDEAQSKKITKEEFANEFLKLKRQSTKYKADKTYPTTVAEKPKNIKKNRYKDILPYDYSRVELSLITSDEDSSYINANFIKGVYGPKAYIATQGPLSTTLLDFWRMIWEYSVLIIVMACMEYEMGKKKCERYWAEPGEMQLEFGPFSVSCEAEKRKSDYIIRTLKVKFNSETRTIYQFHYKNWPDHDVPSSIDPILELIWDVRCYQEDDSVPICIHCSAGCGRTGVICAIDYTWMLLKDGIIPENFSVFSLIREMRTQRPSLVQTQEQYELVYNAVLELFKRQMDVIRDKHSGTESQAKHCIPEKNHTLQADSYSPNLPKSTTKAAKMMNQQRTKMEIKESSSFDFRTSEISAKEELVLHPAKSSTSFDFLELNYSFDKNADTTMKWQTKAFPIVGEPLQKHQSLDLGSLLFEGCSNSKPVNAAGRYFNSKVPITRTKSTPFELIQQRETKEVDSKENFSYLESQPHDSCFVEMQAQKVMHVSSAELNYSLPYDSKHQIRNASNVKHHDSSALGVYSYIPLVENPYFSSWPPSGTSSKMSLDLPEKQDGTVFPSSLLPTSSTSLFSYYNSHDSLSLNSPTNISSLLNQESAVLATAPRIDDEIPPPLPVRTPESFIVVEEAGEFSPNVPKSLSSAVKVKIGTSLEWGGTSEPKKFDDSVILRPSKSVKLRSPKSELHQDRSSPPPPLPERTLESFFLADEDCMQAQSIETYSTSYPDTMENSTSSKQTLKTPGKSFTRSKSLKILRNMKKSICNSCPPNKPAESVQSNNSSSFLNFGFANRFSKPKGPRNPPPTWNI
PLK1 kinase inh: PLK1 (human) kinase inhibition. inhibition, % at 10 µM. hit rate 0.53% among 97,000. recombinant PLK1 kinase, TR-FRET peptide phosphorylation;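 active = inhibition of 50% or more in the single-concentration screen; inactive = inhibition below 50%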;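 note: 0% = DMSO max control and 100% = H-89 dihydrochloride min control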
EphB4 antag: EphB4-ephrin-B2 interaction antagonism | EphB4 LBD / TNYL-RAW-Alexa532 peptide, fluorescence polarization | inhibition, % at 7 µM | hit rate 0.15% among 97,000 | AID 720;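 active = inhibition above the screen-wide mean inhibition plus 3 SD, cut at about 15% in these data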;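 note: 0% = DMSO wells and 100% = excess unlabeled TNYL-RAW peptide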
LYP act: increases human PTPN22 phosphatase activity. Q9Y2R2. recombinant LYP, DiFMUP fluorescence; 0 = plate median, 100 = signal doubled. activation, % at 2 µM. hit rate 0.11% among 96,000. AID 697;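 active = activation at 2 µM above a set limit, the mean plus 5 SD, cut at about 37% in these data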
FAK inh: blocks human focal adhesion kinase activity; Q05397; biochemical FAK kinase activity assay; inhibition, %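 (tested at 7 µM)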; hit rate 0.84% among 97,000; in the data active = inhibition above about 19%;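 note: 0% = DMSO and 100% = reference compound high control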
* hit, by the source's call; x = not tested or not shown.

SMILES	HIV Rev-RRE inh	PTK2B oligo ant	PLK1 PBD inh	F-actin modifier	PTPN22 inh 2	PLK1 kinase inh	EphB4 antag	LYP act	FAK inh
N#CC1=C(c2ccccc2)/C(=C/c2ccccc2)OC1=O	12	-1.6	3	-2	-11	-1	-2	8	-4
CC1CCN(C(=O)Cn2cc(C(=O)c3ccco3)c3ccccc32)CC1	9	-0.9	-7	22	0	-5	-1	-1	7
COc1ccccc1C(=O)N1CCN(c2cccc(Cl)c2)CC1	6	-0.39	8	x	6	-9	1	-7	-8
Cc1ccc(NC(=O)/C(=C\c2ccccc2)NC(=O)/C=C/c2ccccc2)cc1	3	-1.4	-7	28	7	-8	6	-3	-2
COC(=O)C1CCN(c2c([N+](=O)[O-])cc(C(F)(F)F)cc2[N+](=O)[O-])CC1	9	0.31	-9	27	-3	-14	6	6	-1
Cc1nc(C)c(-c2csc(Nc3cccnc3)n2)s1	6	-0.52	15	0	3	-9	-7	-6	11
O=C(C[n+]1cccc(NC(=O)c2ccccc2)c1)c1ccc(NC(=O)c2ccccc2)cc1	5	-0.16	21	-7	5	1	2	-3	2
COc1ccccc1CN1C(=S)SC(C)(C)C1NO (stereo not given)	-1	-1	-6	-4	-13	-12	-7	12	1
CCN(CC)C(=O)COc1ccc(-c2nnc(N3CCCCC3)c3ccccc23)cc1	3	-0.21	8	-17	-17	-12	1	15	5
COC(=O)c1ccc(NC(=O)c2cc3sccc3n2C)cc1	5	-0.84	2	-4	-12	-11	10	13	2
O=C1CSC2(C(=O)N3CCCc4cccc2c43)N1c1cccc(C(F)(F)F)c1 (stereo not given)	6	-1.1	-4	-6	0	-1	4	3	-2
COc1cccc(OC)c1C(=O)N1CCN(Cc2ccccc2C(F)(F)F)CC1	4	0.74	6	-5	-1	-10	-1	1	0
CN(Cc1ccccc1)Cc1nc2c(c(=O)n(C)c(=O)n2C)n1CCCc1ccccc1	6	-0.25	8	1	-9	-11	3	6	0
Cc1nnc(SCc2ccc(F)cc2)n1NC/C=C/c1ccccc1	3	1.2	-8	x	x	-9	4	x	1
COc1ccccc1OCc1ccc(C(=O)NC(C)(C)C)o1	10	0.28	-25	-11	14	17	4	-15	0
CCc1ccc(-c2csc3[n+]2CCN3C(C)=O)cc1	-2	1.5	-14	-4	5	-4	5	-5	-10
Cc1ncc(C[n+]2csc(CCOC(=O)CC3C4CC5CC(C4)CC3C5)c2C)c(N)n1 (stereo not given)	-2	0.83	-25	0	-9	-10	2	7	-3
COc1ccccc1-c1nc(S(=O)(=O)c2ccc(Cl)cc2)c(N(C)C)o1	0	1.9	-7	-1	-10	-9	-14	12	2
CN1/C(=C/C(=O)c2cccs2)Sc2ccccc21	8	-0.29	-1	13	6	-17	11	-2	2
Cc1ccc(S(=O)(=O)Nc2c(C)nn(C)c2C)cc1	0	0.05	-34	13	1	-4	4	1	-1
O=C(COc1ccc(S(=O)(=O)NC2CCCCC2)cc1)NCc1cccnc1	1	-0.57	-14	10	-3	-2	7	2	0
CCCC(=O)Nc1ccc(C(=O)NNC(=S)NC(=O)c2cccs2)cc1	-5	-0.01	-11	3	7	-11	1	-9	0
CC(C)=CCCC1=CCC2C(=O)NNC(=O)C2C1 (stereo not given)	2	0.02	1	9	1	-7	-1	-2	0
COc1ccc(C2=NCN(c3ccc(C)cc3)C(=S)N2)cc1	2	0.84	1	-3	-8	4	-5	6	1
O=C(c1cc2c(s1)-c1ccccc1OC2)N1CCN(c2ccccn2)CC1	5	x	-6	20	-3	-3	6	0	-6
CCOC(=O)CSc1[nH]c(=O)cc(C)c1C#N	2	-0.08	-32	3	-2	-20	-3	-1	-3
O=C(CCN1C(=O)COc2ccccc21)NCCN1CCOCC1	9	-0.22	6	20	3	-14	4	-2	0
COc1ccc(OC)c(-c2cc(C(=O)Nc3c(C)nn(Cc4ccc(Cl)cc4)c3C)no2)c1	0	0.19	3	8	5	-13	4	-7	-2
CN1CCN(C(=O)C2CCCCC2C(=O)O)CC1 (stereo not given)	5	x	7	-4	-2	-4	-5	2	-1
COC(=O)C(C#N)C(c1cccnc1)c1c(C)[nH][nH]c1=O (stereo not given)	5	-0.28	9	x	3	-9	2	-4	1

Next part, overlapping the part above by four compounds.
SMILES	HIV Rev-RRE inh	PTK2B oligo ant	PLK1 PBD inh	F-actin modifier	PTPN22 inh 2	PLK1 kinase inh	EphB4 antag	LYP act	FAK inh
O=C(CCN1C(=O)COc2ccccc21)NCCN1CCOCC1	9	-0.22	6	20	3	-14	4	-2	0
COc1ccc(OC)c(-c2cc(C(=O)Nc3c(C)nn(Cc4ccc(Cl)cc4)c3C)no2)c1	0	0.19	3	8	5	-13	4	-7	-2
CN1CCN(C(=O)C2CCCCC2C(=O)O)CC1 (stereo not given)	5	x	7	-4	-2	-4	-5	2	-1
COC(=O)C(C#N)C(c1cccnc1)c1c(C)[nH][nH]c1=O (stereo not given)	5	-0.28	9	x	3	-9	2	-4	1
O=C(c1cccn2c(=O)c3ccc(Cl)cc3nc12)N1CCN(Cc2ccc3c(c2)OCO3)CC1	-3	-0.86	-31	-20	-3	-7	-6	1	1
CC(C)C(=O)NC(c1ccccc1Cl)c1c(O)ccc2ccccc12 (stereo not given)	7	-3.8*	-33	8	-2	-11	6	5	8
CC1Cc2nc(SCC(=O)NCCc3ccccc3)n(C)c(=O)c2S1 (stereo not given)	5	x	-10	1	-6	-3	-2	3	2
Nc1nonc1C(=O)OCC(=O)N1CCOCC1	2	0.85	-21	6	2	-5	-5	-2	-1
Cc1cc(C(=O)CN2C(=O)NC(Cc3c[nH]c4ccccc34)C2=O)c(C)n1C (stereo not given)	-4	0.51	2	22	-10	-8	-4	8	3
O=C(CN(CCc1ccccc1)C(=O)CNS(=O)(=O)c1ccccc1)NCc1ccco1	-3	0.12	-10	-6	0	-4	-4	0	-2
Cc1ccc2c(c1)cc(CN(Cc1ccc3c(c1)OCO3)S(=O)(=O)c1ccccc1)c1nnnn12	10	-1.2	9	-12	7	-7	0	-5	5
Cc1ccc(C(=O)c2nocc2C(=O)c2cccs2)cc1	7	1.6	-1	-8	-5	-11	-2	2	-3
COc1ccc(N(CC(=O)Nc2nccs2)S(=O)(=O)c2c(C)nn(C)c2C)cc1	4	x	7	6	0	-3	6	-2	-2
CCOC(=O)C1(P(=O)(c2ccc(Cl)cc2)c2ccc(Cl)cc2)CCC1	6	0.69	3	9	18	-10	2	-18	-1
COc1cccc2[nH]c3c(N4CCCCC4)ncnc3c12	10	0.46	-23	2	5	2	7	-7	10
COc1ccccc1C(c1nnnn1C(C)(C)C)N1CCCc2ccccc21 (stereo not given)	1	1.5	24	-14	-6	-10	-3	2	0
S=C(c1ccc(N2CCOCC2)cc1)N1CCCCC1	1	-0.49	22	20	13	-5	-3	-13	-1
Cc1cccn2cc(-c3ccccc3)nc12	10	1.2	-11	-3	-2	-7	0	0	-1
Cc1nn(Cc2ccccc2)c(C)c1C(=O)OCC(=O)c1cc(C)n(C2CC2)c1C	1	0.56	0	11	10	-13	4	-11	0
O=[N+]([O-])c1ccccc1OCCCCN1CCCCC1	1	-0.07	-12	-21	-18	5	-3	20	0
O=C(c1ccc(Br)s1)N1CCCC1	6	-0.37	30	-14	-3	-3	3	3	0
COc1cccc(Cn2cnc3c(NS(=O)(=O)c4ccc(Cl)cc4Cl)c(C)c(C)cc32)c1	6	-0.34	-3	-10	15	-11	-5	-12	3
COc1ccc(-c2nc(SCC(=O)N3CCOCC3)n[nH]2)cc1	6	0.63	-8	x	0	-12	6	0	3
CCN(CC)C(=O)Nc1ccccc1C	4	0.31	-6	-2	-1	-14	2	2	1
COc1cc(NC(=O)CCN2CCN(Cc3ccccc3)CC2)cc(OC)c1	3	0.26	-11	18	7	0	-2	-5	0
CO/N=C/NC(=O)Cc1cn(-c2ncc(C(F)(F)F)cc2Cl)c2ccccc12	3	-0.18	-7	-7	8	3	2	-6	-1
Cc1cccc(N2CCN(C(c3ccccc3)c3nnnn3CC3CCCO3)CC2)c1C (stereo not given)	5	-3.2*	-23	-4	4	1	3	-7	-3
O=C(CSc1nncn1-c1ccccc1)Nc1ccc(N2CCOCC2)cc1	1	0.99	-23	18	4	-4	3	-1	-2
CC(C)[C@H](NC(=O)NC1CCCC1)C(=O)O	3	-0.59	-12	-11	-1	-8	-3	8	0
CC(=O)NC1C(c2nc3ccccc3s2)=C(c2ccccc2)C(=O)N1c1ccc(C)cc1 (stereo not given)	12	-2.1	-14	11	1	-9	3	0	-1
COc1ccc(C)cc1NC(=O)CNC(=O)Cn1ccc2ccccc2c1=O	8	0.09	14	-4	-4	-13	-7	7	9
O=C1CC(C2CCCO2)C(=O)N1c1cccc(Cl)c1 (stereo not given)	5	0.25	28	x	-7	1	4	7	0
O=C1CC(c2nc3ccccc3[nH]2)CN1c1ccccc1F (stereo not given)	3	x	17	4	-1	-16	0	0	-2
O=C(Nc1ccc2oc(-c3ccccc3)nc2c1)c1cccnc1	10	-0.95	-19	-11	4	-9	1	-6	-2
O=c1c2c(nc3cc(-c4ccccc4)[nH]n13)CCC2	4	0.98	9	1	-11	-4	-9	8	0
CC(=O)Oc1ccc2oc(=O)c3c(c2c1)CCCN3C(=O)CN1CCN(c2ncccn2)CC1	5	-0.76	-27	x	-9	-4	7	6	3
O=c1[nH]c2ccc(Cl)cc2c(-c2ccccc2)c1SC(=S)N1CCCCC1	-3	-0.8	16	7	4	-2	2	-3	0
Cc1ccc(C2N(C)c3ccccc3-c3nc4ccccc4n32)o1 (stereo not given)	4	-1.1	4	13	7	-2	1	-9	0
CCOC(=O)c1c(NC(=O)c2ccccc2Br)sc2c1CCc1ccccc1-2	11	-0.75	-15	-10	0	-37	0	2	2
S=C(NCc1ccccn1)Nc1ccc(Cl)cc1	-2	0.52	-2	6	-8	-8	-2	14	1
CCc1nc(-c2ccccc2)cc(=O)[nH]1	10	0.07	-12	3	5	-5	-10	-4	-1
Cc1ccc(OCCN2CCCCCC2)c(C)c1	10	0.07	-17	8	14	-4	0	-15	1
Cc1cc(C)c(C#N)c(SCS(=O)Cc2ccc(Cl)cc2)n1 (stereo not given)	14	-2.5	-21	25	0	-10	3	-1	10
CCOc1ccccc1N(CC(=O)NC(C)(C)C)C(=O)c1ccc(CN2CCOCC2)o1	2	-1.4	21	-7	-3	-3	-3	1	4
O=C(Nc1ccccc1)N1CCC(C(=O)N(Cc2ccco2)Cc2cccs2)CC1	4	-0.78	-19	38	-12	-6	3	10	-1
COC(=O)C1CN(S(=O)(=O)c2ccccc2)CCN1S(=O)(=O)c1ccccc1 (stereo not given)	3	-2.6	-9	x	-4	-12	5	5	-1
Cc1ccc(CC2CC(=O)N(CCc3ccc4c(c3)OCO4)C2=O)cc1 (stereo not given)	17	-0.42	-4	8	3	-12	8	-4	5
N/C(=N\OC(=O)C1CCCCC1)c1cccc([N+](=O)[O-])c1	7	-0.03	6	5	14	-10	0	-10	2
Nc1cc(N)c(OCC(F)(F)F)cc1OCC(F)(F)F	68*	-0.29	-10	-9	0	-16	-1	-1	14
CCCCNC(=O)c1ccc2c(c1)N(CC)C(=O)CS2	0	0.24	16	14	-7	26	0	4	3
CCN(CC)CCn1c(=N)n(CCOc2ccccc2)c2ccccc21	16	-0.03	-25	-3	5	7	-3	-3	1
Clc1ccc(-c2nc(N3CCCCC3)nc3ccccc23)cc1	13	-0.05	-23	4	-4	-12	5	5	0
